Screens from PubChem BioAssay.
rTrxR1 inhibitor – qHTS Assay for Inhibitors of Mammalian Selenoprotein Thioredoxin Reductase 1 (TrxR1): qHTS; Potency, µM (titrated, usually from 114 µM), for the others: top-dose activity change, negative = inhibition, usual class: inhibitors; 390,000 tested, 1% active; recombinant rTrxR1, NADPH fluorescence consumption, selenite substrate; Thioredoxin reductase 1, cytoplasmic (Rattus norvegicus), O89049; also: % is scaled to controls: 0 for no effect and ±100 for the full control effect; nearly all actives have a fitted effect of over 65% in size
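Rat TrxR1 (90 nM in the dispensed reagent) was pre-reduced with 400 uM NADPH for 5 min at room temperature, then incubated with compound for 15 min. After 400 uM selenite was added, NADPH fluorescence (Ex 340/Em 450 nm) was followed for 8 min.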
Tb PGK inh – qHTS Assay to Find Inhibitors of Phosphoglycerate Kinase. Phosphoglycerate kinase, glycosomal (Trypanosoma brucei brucei), P07378. PGK/GAPDH coupled, Kinase-Glo luminescence, 60 min. Potency, µM (top dose mostly 57.5 µM), for the others: top-dose activity change, negative = inhibition, actives largely listed as inhibitors. 380,000 tested, 0.043% active; also: % is scaled to controls: 0 for no effect and ±100 for the full control effect; nearly all actives have a fitted effect of over 60% in size
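Luminescent ATP detection (Kinase-Glo Plus) follows a 60-minute room-temperature incubation, with wells lacking PGK as controls. Buffer: 100 mM TEA (pH 7.6), 5 mM MgCl2, 0.01% Tween-20. Coupling enzyme GAPDH (100 nM final) supplies unstable 1,3-BPG in-well.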
ALOX12 inh – Primary qHTS assay for inhibitors of human arachidonate 12S-lipoxygenase (ALOX12): Round 2; Polyunsaturated fatty acid lipoxygenase ALOX12 (Homo sapiens), P18054; purified 12hLO, xylenol orange hydroperoxide absorbance; Potency, µM (titrated, usually from 108 µM), for the others: at the highest dose activity change, negative = inhibition, actives largely listed as inhibitors; 580,000 tested, 1.1% active; AID 1671190, 2021; also: % is scaled to controls: 0 for no effect and ±100 for the full control effect
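Purified human 12hLO at 150 nM in 25 mM Hepes, 0.01% Triton X-100, pH 7.0, preincubated 15 min at room temperature with compound. Reaction started with 40 uM arachidonic acid, 30 min at room temperature. Hydroperoxide measured by Fe-xylenol orange, 573/405 nm absorbance ratio.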
RGS4 inhibitor – Inhibitors of Regulator of G Protein Signaling (RGS) 4: qHTS; Regulator of G-protein signaling 4 (Homo sapiens), P49798; 390,000 tested, 0.039% active; AID 504845, 2011; Potency, µM (top dose mostly 114 µM), without a hit: at the highest dose activity change, negative = inhibition, usual class: inhibitors; Transcreener GDP fluorescence polarization, RGS4-accelerated GTP hydrolysis; also: % is scaled to controls: 0 for no effect and ±100 for the full control effect; nearly all actives have a fitted effect of over 75% in size; some results filed as inactive show a strong effect at the top dose
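MLSMR compounds (23 nl, pin-transferred) preincubated 10 min at room temperature with a 500nM (2x) first reagent, then RGS4 at 900nM (2x) plus Transcreener GDP mix added; fluorescence polarization (620/688 nm) read before and after 90 min at 30 °C.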
ERG-DNA inh – qHTS for Small Molecule Inhibitors of the ERG Ets/DNA interaction; Transcriptional regulator ERG (Homo sapiens), P11308; fluorescence polarization, His-ERG Ets domain / labelled DNA; Potency, µM (doses to about 76.9 µM), for the others: at the top dose FP activity, negative = inhibition, usual class: inhibitors; 370,000 tested, 0.028% active; AID 624246, 2012; active = well fitted inhibition curve with a large enough effect in the polarisation, with a control signal flat; inconclusive = small, poorly fitted or top-dose-only effect, or effect the other way, or a change in a side signal; inactive = no such curve, though single readings can be large or run the other way; the % refers to the polarisation;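 also: polarization taken with two DNA probes labelled with fluorescein and Texas red; % of control where 0% means no effect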
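His-tagged ERG Ets domain (1 uM in the protein solution; 300mM KCl, 50mM Tris-HCl, 1mM EDTA, 1mM DTT, pH 7.5) received compound, then a probe mix of 5 nM fluorescein-DNA and 100nM Texas-615-DNA. Fluorescence polarization was read for both dyes.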
Pin1 inhibitor – qHTS Assay to Find Inhibitors of Pin1 | AID 504891, 2011 | Potency, µM (doses to about 115 µM), for inactives: at the highest dose activity, negative = inhibition, usual class: inhibitors | Pin1 FP peptide displacement, HiFluor488, 10 min | 390,000 tested, 0.009% active | Peptidyl-prolyl cis-trans isomerase NIMA-interacting 1 (Homo sapiens), Q13526; active = well fitted inhibition curve with a large enough effect in the polarisation, with a control signal flat, not every such curve was filed as active; inconclusive = small, poorly fitted or top-dose-only effect, or effect the other way, or a change in a side signal; inactive = no such curve, though single readings can be large or run the other way; the % refers to the polarisation; also: % is scaled to controls: 0 for no effect and ±100 for the full control effect
Target sequence (Q13526 whole entry, looked up): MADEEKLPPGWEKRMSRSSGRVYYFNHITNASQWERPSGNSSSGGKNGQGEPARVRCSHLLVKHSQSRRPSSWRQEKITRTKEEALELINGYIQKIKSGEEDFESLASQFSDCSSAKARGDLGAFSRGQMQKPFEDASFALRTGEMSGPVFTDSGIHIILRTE
JMJD2A Tudor inh – qHTS Assay for Inhibitors of JMJD2A-Tudor Domain. 390,000 tested, 4.4% active. AlphaScreen JMJD2A-Tudor / H3K4me3 peptide binding. Potency, µM (highest dose often 114 µM), without a hit: top-dose activity change, negative = inhibition, most hits filed as inhibitors. AID 504339, 2011; also: % is scaled to controls: 0 for no effect and ±100 for the full control effect; nearly all actives have a fitted effect of over 50% in size
GLS inhibitor – qHTS for Inhibitors of Glutaminase (GLS); Glutaminase kidney isoform, mitochondrial (Homo sapiens), O94925; GLS enzymatic activity, qHTS titration; Potency, µM (series often up to 45.5 µM), inactives show top-dose activity change, negative = inhibition, actives largely listed as inhibitors; 410,000 tested, 0.21% active; AID 624170, 2012; also: % is scaled to controls: 0 for no effect and ±100 for the full control effect
Target sequence (O94925 whole entry, looked up, canonical isoform): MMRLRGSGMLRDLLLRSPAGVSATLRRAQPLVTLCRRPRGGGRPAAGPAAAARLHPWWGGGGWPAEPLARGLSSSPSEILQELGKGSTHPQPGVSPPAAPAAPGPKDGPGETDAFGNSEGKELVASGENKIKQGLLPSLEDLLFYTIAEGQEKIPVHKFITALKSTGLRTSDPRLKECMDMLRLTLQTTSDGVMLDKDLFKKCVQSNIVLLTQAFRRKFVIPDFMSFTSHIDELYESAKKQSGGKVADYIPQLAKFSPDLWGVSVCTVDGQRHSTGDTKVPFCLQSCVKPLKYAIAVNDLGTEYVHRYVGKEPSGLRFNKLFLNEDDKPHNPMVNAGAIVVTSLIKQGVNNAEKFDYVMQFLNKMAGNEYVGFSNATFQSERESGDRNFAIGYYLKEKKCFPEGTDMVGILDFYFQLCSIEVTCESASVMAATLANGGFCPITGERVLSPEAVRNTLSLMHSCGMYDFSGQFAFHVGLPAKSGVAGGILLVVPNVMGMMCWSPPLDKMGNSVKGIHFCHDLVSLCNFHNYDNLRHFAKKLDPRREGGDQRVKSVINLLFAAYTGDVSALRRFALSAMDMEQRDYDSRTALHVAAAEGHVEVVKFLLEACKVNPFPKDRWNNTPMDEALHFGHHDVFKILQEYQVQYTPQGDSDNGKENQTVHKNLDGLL
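Human kidney-isoform GLS in 45 mM KH2PO4 pH 8.2, 0.02% Tween-20, with compound, started with 1mM L-Glutamine (added stock). Glutamate oxidase/HRP/Amplex red coupled fluorescence read at start and after 30 min at RT.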
HP1b binding inh – HTS for Inhibitors of HP1-beta Chromodomain Interactions with Methylated Histone Tails; Potency, µM (top dose mostly 114 µM), without a hit: at the highest dose activity change, negative = inhibition, hits mostly inhibitors; AlphaScreen HP1-beta / biotin-H3K9me3 peptide binding; Chromobox protein homolog 1 (Homo sapiens), P83916; 390,000 tested, 0.56% active; also: nearly all actives have a fitted effect of over 70% in size; inactives centre near 23
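HP1-beta protein (50 nM final) preincubated 30 min at room temperature with biotinylated H3(1-18)K9me3 peptide (50 nM) in PBS pH 7.4, 0.01% Tween-20, then compound added for 30 min. AlphaScreen streptavidin donor/nickel chelate acceptor beads (10 ug/mL final), 30 min dark, luminescence read.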
* hit, by the source's call; i = inactive; u = inconclusive; x = no result given; [ ] = dose if it differs, or a comment. Unless noted, calls follow the shape of the dose curve; as a rule, active = well fitted curve in the direction sought with a large enough effect; inconclusive = small, poorly fitted or top-dose-only effect, or another doubt; inactive = no such curve, though single readings can be large; an effect the other way counts as inactive or inconclusive. Potency is read from the fitted curve at half-maximal effect. The list is partial (hit frequency here may not be typical).

The opening six entries, ahead of the listing:
(1) O=C(CS(=O)(=O)c1cccc2nsnc12)N1CCN(c2ccccc2F)CC1
(2) COc1ccc(NC(=O)CSCC(=O)Oc2c(OC)cccc2OC)cc1
(3) Cc1ccc(C2(C(F)(F)F)N=C3Sc4cc(C)cc(C)c4N3C(=O)N2)cc1 (centres undefined)
(4) COC(=O)Cn1c(=NC(=O)c2ccc(OC)cc2)sc2cc(OC)ccc21
(5) Cc1ccc(S(=O)(=O)N2CCC(C(=O)OCCOc3ccccc3)CC2)cc1C
(6) COc1ccc(CCNC(=O)CN2C(=O)NC(Cc3c[nH]c4ccccc34)C2=O)cc1 (centres undefined)
assay / entry | 1 | 2 | 3 | 4 | 5 | 6
rTrxR1 inhibitor | 4%[57.1 µM] | -9% | 5%[57.1 µM] | 106%[57.1 µM] | -1% | 10%
Tb PGK inh | -5% | -10% | -8% | 2% | 0% | 0%
ALOX12 inh | -7% | 1% | -3% | 18% | -2% | 5%
RGS4 inhibitor | -2% | -23% | -21% | 13% | 7% | -31%[56.9 µM]
ERG-DNA inh | 0% | -4% | -7% | -1% | 12% | -7%
Pin1 inhibitor | -1% | -13% | -4% | 7% | -11% | 0%
JMJD2A Tudor inh | -15% | -7% | -29% | -4% | 12% | -8%
GLS inhibitor | 0% | 11% | 4% | 13% | 3% | -1%
HP1b binding inh | 12%[57 µM] | 16% | 34% | 20% | 50%[activator] | 71%[activator]

The listing, previewed entries included:
(1) O=C(CS(=O)(=O)c1cccc2nsnc12)N1CCN(c2ccccc2F)CC1
(2) COc1ccc(NC(=O)CSCC(=O)Oc2c(OC)cccc2OC)cc1
(3) Cc1ccc(C2(C(F)(F)F)N=C3Sc4cc(C)cc(C)c4N3C(=O)N2)cc1 (centres undefined)
(4) COC(=O)Cn1c(=NC(=O)c2ccc(OC)cc2)sc2cc(OC)ccc21
(5) Cc1ccc(S(=O)(=O)N2CCC(C(=O)OCCOc3ccccc3)CC2)cc1C
(6) COc1ccc(CCNC(=O)CN2C(=O)NC(Cc3c[nH]c4ccccc34)C2=O)cc1 (centres undefined)
(7) O=C(NCCCCNC(=O)c1ccc(Cl)s1)c1ccc(Cl)s1
(8) S=C(NCC1CCCO1)N1CCN(Cc2ccccc2Cl)CC1 (centres undefined)
(9) CC(NC(=O)/C=C/c1ccco1)c1nc2ccccc2n1Cc1ccccc1F (centres undefined)
(10) Cc1ccc(S(=O)(=O)N(C)c2ccc3sc(C)nc3c2)cc1
assay / entry | 1 | 2 | 3 | 4 | 5 | 6 | 7 | 8 | 9 | 10
rTrxR1 inhibitor | 4%[57.1 µM] | -9% | 5%[57.1 µM] | 106%[57.1 µM] | -1% | 10% | 24%[57.1 µM] | 2% | 50µM* | 9%
Tb PGK inh | -5% | -10% | -8% | 2% | 0% | 0% | -2% | -6% | i | -1%
ALOX12 inh | -7% | 1% | -3% | 18% | -2% | 5% | -7% | -1% | u | -7%
RGS4 inhibitor | -2% | -23% | -21% | 13% | 7% | -31%[56.9 µM] | 33% | -11% | -50% | -4%
ERG-DNA inh | 0% | -4% | -7% | -1% | 12% | -7% | 1% | 10% | -11% | 3%
Pin1 inhibitor | -1% | -13% | -4% | 7% | -11% | 0% | 14% | 11% | 0% | 6%
JMJD2A Tudor inh | -15% | -7% | -29% | -4% | 12% | -8% | -7% | -3% | -24% | -13%
GLS inhibitor | 0% | 11% | 4% | 13% | 3% | -1% | -2% | -6% | -2% | 1%
HP1b binding inh | 12%[57 µM] | 16% | 34% | 20% | 50%[activator] | 71%[activator] | 16% | 54%[activator] | 3% | 37%

(11) CC(C)NC(=S)N=Nc1c(O)[nH]c2ccc(C(C)C)cc12
(12) COCCOC(=O)C1=C(C)NC(=O)NC1c1ccc(-c2cc(Cl)ccc2Cl)o1 (centres undefined)
(13) COc1ccc(CCn2cnc3c([nH]c4ccccc43)c2=O)cc1
(14) CCCn1c2ccccc2c2cnn(CC(=O)NCCc3ccc(OCC)c(OCC)c3)c(=O)c21
(15) CCn1c(CN2CCOCC2)nc2cc(NC(=O)c3ccccc3[N+](=O)[O-])ccc21
(16) O=C(NC1CCN(Cc2ccccc2)CC1)c1ccccc1OCc1ccccc1
(17) COc1cccc(NC(=O)c2cnc(SC)nc2C)c1
(18) COc1ccc(/C(C)=N/NC(=O)C2CC2)cc1
(19) CCOc1cc(CNCCc2ccc(S(N)(=O)=O)cc2)ccc1OCC(=O)NC1CCCCC1
(20) CC(C)Oc1ccc(CNC(=O)c2ccc3nc(N4CCOCC4)sc3c2)cc1
assay / entry | 11 | 12 | 13 | 14 | 15 | 16 | 17 | 18 | 19 | 20
rTrxR1 inhibitor | 12% | -17%[57.1 µM] | 10% | 34% | 18% | 12% | -3% | 17% | 15%[57.1 µM] | 24%
Tb PGK inh | x | -11% | -2% | -12% | -3% | x | i | i | -3% | i
ALOX12 inh | -14% | -16% | 3% | 3% | -14% | u | 0% | 14% | -2% | 21%
RGS4 inhibitor | -14% | -12% | 3% | -11% | 13% | -19% | -12% | 4% | 18% | -11%
ERG-DNA inh | 0% | 0% | -5% | 1% | 1% | 17% | 17% | -2% | -12% | 7%
Pin1 inhibitor | -5% | 52%[activator] | 13% | 19% | 2% | -3% | 11% | 2% | 1% | -2%
JMJD2A Tudor inh | -23% | -7% | -26% | -12% | -15% | -14% | -18% | -10% | -17% | 1%
GLS inhibitor | -2% | -1% | 1% | 1% | -39% | -2% | -17% | -3% | 1% | 4%
HP1b binding inh | 26% | 56%[activator] | 24% | 10% | 19% | 19% | 49%[activator] | 32% | 19% | 56%[activator]
